Compound activity deposited in PubChem BioAssay by Sanford-Burnham Center for Chemical Genomics.
Apaf-1 inh = blocks human Apaf-1 apoptosome activity. actives 0.71% (n = 330,000). reconstituted apoptosome caspase-3 activity, DEVD-Rh110 fluorescence. inhibition, % at 20 µM. O14727; active = inhibition of at least 40% at 20 µM;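 note: plate controls were DMSO wells for no effect and DEVD-CHO caspase inhibitor wells for full effect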
Target sequence (O14727 whole entry, looked up): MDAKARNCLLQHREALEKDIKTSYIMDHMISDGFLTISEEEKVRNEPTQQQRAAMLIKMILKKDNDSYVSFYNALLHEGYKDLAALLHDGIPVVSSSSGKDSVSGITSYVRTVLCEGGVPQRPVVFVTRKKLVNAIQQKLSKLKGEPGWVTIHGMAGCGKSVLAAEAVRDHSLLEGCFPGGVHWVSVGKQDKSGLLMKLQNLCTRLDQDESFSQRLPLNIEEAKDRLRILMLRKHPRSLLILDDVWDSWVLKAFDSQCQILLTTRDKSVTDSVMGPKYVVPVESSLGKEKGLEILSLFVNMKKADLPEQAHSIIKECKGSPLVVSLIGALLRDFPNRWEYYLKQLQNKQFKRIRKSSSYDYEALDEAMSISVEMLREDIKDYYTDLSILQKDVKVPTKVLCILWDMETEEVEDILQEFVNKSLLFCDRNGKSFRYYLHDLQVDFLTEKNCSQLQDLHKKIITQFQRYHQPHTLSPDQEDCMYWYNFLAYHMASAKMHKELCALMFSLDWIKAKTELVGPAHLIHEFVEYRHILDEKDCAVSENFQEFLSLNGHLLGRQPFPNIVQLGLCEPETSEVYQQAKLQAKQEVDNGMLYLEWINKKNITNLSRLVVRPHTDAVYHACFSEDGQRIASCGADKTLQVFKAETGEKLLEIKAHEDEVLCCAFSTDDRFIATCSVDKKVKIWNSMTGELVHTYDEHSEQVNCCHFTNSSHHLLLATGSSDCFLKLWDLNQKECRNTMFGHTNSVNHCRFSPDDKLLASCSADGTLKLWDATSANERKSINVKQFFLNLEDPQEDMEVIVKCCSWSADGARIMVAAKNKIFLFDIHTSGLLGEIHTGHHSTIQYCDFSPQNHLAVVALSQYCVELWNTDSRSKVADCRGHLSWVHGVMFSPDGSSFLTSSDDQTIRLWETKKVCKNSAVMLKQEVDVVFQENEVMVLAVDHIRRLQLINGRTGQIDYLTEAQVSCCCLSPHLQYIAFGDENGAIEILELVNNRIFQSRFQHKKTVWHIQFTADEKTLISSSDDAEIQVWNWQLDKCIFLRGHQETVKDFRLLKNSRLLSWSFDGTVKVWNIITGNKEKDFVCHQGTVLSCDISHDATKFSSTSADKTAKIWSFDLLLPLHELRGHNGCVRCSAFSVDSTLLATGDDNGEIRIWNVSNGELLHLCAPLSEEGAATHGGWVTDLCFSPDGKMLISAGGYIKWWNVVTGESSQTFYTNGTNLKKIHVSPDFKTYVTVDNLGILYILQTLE
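detection = Rh110 fluorescence intensity | test system = biochemical Apaf-1 apoptosome reconstitution | also added = cytochrome c and DEVD-Rh110 substrate | schedule = 30 min plus 50 min, RT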
hIAP activ = increases human intestinal alkaline phosphatase activity. P09923. purified human IAP, CDP-Star luminescence, 30 min; active compounds read high; 1 = vehicle-only enzyme, 0 = enzyme-free background. activation factor at 10 µM. actives 0.16% (n = 330,000);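 active = activation factor of the enzyme at least 2-fold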; note: the source names both 10 and 20 µM as test concentration; values of inactives mirror those of a sister screen read the other way
mIAP activ = increases mouse intestinal alkaline phosphatase activity. muIAP, CDP-Star luminescence, 30 min; active compounds read high; 1 = vehicle-only enzyme signal, 0 = enzyme-free wells. activation factor at 10 µM. actives 0.24% (n = 330,000). AID 2805;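 active = activation factor of at least 2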; note: the source names both 10 and 20 µM as test concentration; values of inactives mirror those of a sister screen read the other way
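System: Mouse IAP enzyme | Also added: CDP-Star substrate | Dosing: Compounds dispensed in DMSO | Schedule: 30 min enzyme-substrate-compound incubation at room temperature | Technique: Chemiluminescence readout | Control set: DMSO-only wells and no-enzyme negative control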
TIM10 inh = growth inhibitors of TIM10 yeast strain; S. cerevisiae TIM10 strain growth, BacTiter-Glo luminescence, 24 h; inhibition, % at 10 µM; actives 1.4% (n = 330,000);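 active = inhibition of 40% or more at the single tested concentration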;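 note: wild-type TIM10 isogenic control strain grown at permissive 25 °C; 0% = DMSO yeast wells and 100% = minimal medium wells without yeast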
ATG4B inhibitor = inhibitors of human ATG4B cysteine protease | actives 0.51% (n = 340,000) | Q9Y4P1 | ATG4B cleavage of LC3-PLA2, NBD-HPC fluorescence, 1 h | AID 504462 | inhibition, % at 8.33 µM; in the data active = inhibition above about 40%
NLRP3 yeast inh = NALP3 inhibition in yeast | Yeast reconstituted NLRP3/ASC/caspase-1, beta-gal luminescence, 24 h | AID 2825 | actives 0.39% (n = 330,000) | inhibition, % at 10 µM;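 active = inhibition of 50% or more; inactive = inhibition below 50%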;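 note: plate controls were induced DMSO wells for no effect and uninduced yeast grown without galactose for full effect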
mIAP inh = blocks mouse intestinal alkaline phosphatase | purified mouse IAP, CDP-Star luminescence, 30 min | inhibition, % at 10 µM | actives 0.2% (n = 330,000);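 active = inhibition of at least 40% at 10 µM in the primary screen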;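 note: plate controls were DMSO with enzyme for no effect and no enzyme wells for full effect; values of inactives mirror those of a sister screen read the other way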
tim10-1 inh = inhibits growth of tim10-1 mutant yeast; S. cerevisiae tim10-1 ts strain growth, BacTiter-Glo, 24 h; inhibition, % at 20 µM; actives 2.2% (n = 330,000); AID 463190;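 active = inhibition of at least 40%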;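 note: mutant grown at 25 °C; 0% = DMSO wells with yeast and 100% = wells holding no yeast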
hIAP block = human IAP inhibition. P09923. purified IAP, CDP-Star luminescence, 30 min. inhibition, % at 10 µM. actives 0.12% (n = 330,000);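 active = inhibition reaching a set limit with compound at 10 µM in the primary screen, cut at about 35% in these data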;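 note: plate controls were DMSO wells with enzyme for no effect and no-enzyme buffer wells for full effect; values of inactives mirror those of a sister screen read the other way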
* marks the source's active call; other numbers are inactive results.

Order of results: mIAP inh | hIAP activ | hIAP block | Apaf-1 inh | tim10-1 inh | ATG4B inhibitor | NLRP3 yeast inh | mIAP activ | TIM10 inh
O=C(NCCN1C(=O)S/C(=C\c2ccc(OC(F)F)cc2)C1=O)C1=COCCO1
 : 2 | 1.1 | -8 | 4 | 44* | 7 | 11 | 0.98 | 28
Cc1ccc(NC(=O)COC(=O)CCc2c(C)nc3ncnn3c2C)cc1C
 : -1 | 0.94 | 6 | 4 | -12 | -8 | 11 | 1 | -6
CC12CCC(=O)N1c1c(sc3nc(N4CCOCC4)c4c(c13)CCCC4)C(=O)N2 (centres undefined)
 : 2 | 1.1 | -5 | 30 | 24 | -17 | -5 | 0.98 | 13
CCCOc1ccc(S(=O)(=O)N2C(=O)CC(=O)N(Cc3ccc(OCC)cc3)C2=O)cc1
 : 3 | 1 | 0 | -13 | -2 | -12 | 17 | 0.97 | 8
CON(C)S(=O)(=O)NC(=O)C1=C(N2CCCC2)COC1=O
 : 0 | 0.83 | 17 | -13 | 3 | -7 | 7 | 1 | -2
Nc1c(C(=O)CSc2nnc(Nc3ccc(F)cc3)s2)c(=O)[nH]c(=O)n1C1CC1
 : -8 | 1.2 | -20 | 10 | 8 | -9 | 9 | 1.1 | -6
NS(=O)(=O)c1ccc(CCNC(=O)CNS(=O)(=O)c2cccc(Br)c2)cc1
 : 10 | 1.1 | -10 | -13 | 10 | -1 | -12 | 0.9 | -12
Cc1c(C(=O)OCC(=O)c2ccc3c(c2)OCCO3)oc2ccccc12
 : -12 | 0.99 | 1 | 1 | 9 | 18 | 23 | 1.1 | 20
COc1ccc(OC)c(C(=O)CSc2nnc(Cc3cccs3)n2C)c1
 : 3 | 1.1 | -13 | 1 | 1 | 0 | 16 | 0.97 | 7
COc1ccc(N(CC(=O)O)S(=O)(=O)c2c(C)n[nH]c2C)cc1
 : -3 | 0.95 | 5 | -8 | -32 | -9 | 1 | 1 | -14
COc1ccc(CCN2C(=O)CS/C2=N\NC(=O)c2ccc(C(C)(C)C)cc2)cc1OC
 : 3 | 1.2 | -15 | 12 | -5 | -6 | 16 | 0.97 | -3
O=C(ON=C1CCN(S(=O)(=O)c2ccccc2)CC1)c1ccccc1
 : -1 | 0.96 | 4 | 2 | 58* | -13 | -18 | 1 | 30
CNC(=O)c1ccccc1Sc1cccc2cccc(C(=O)O)c12
 : 0 | 1.2 | -18 | -9 | -5 | 7 | 8 | 1 | 13
CCc1noc(C)c1C(=O)NC1CCCc2c1cnn2-c1cc(C)cc(C)c1 (centres undefined)
 : 3 | 1 | -2 | 13 | 21 | -8 | 2 | 0.97 | 15
CCOc1ccc(C2=Nn3cnnc3SC2)cc1
 : 4 | 0.98 | 2 | -2 | 16 | 2 | 12 | 0.96 | -1
CC(=O)N1c2ccccc2NC2=C(C(=O)CCC2)C1c1cccnc1 (centres undefined)
 : 1 | 1.1 | -8 | -2 | 10 | -6 | 11 | 0.99 | -9
CC(C)Cn1c(-c2ccc(Cl)cc2)cnc1SCC(=O)N1CCOCC1
 : -3 | 1.3 | -26 | -7 | 4 | -4 | 9 | 1 | 14
Cc1ccc(OCC(=O)Nc2ccc3oc(=O)ccc3c2)cc1
 : 3 | 0.95 | 5 | 0 | 21 | 0 | 26 | 0.97 | 7
COc1ccc(C(=O)O/N=C(\C)c2nccs2)cc1
 : -13 | 1.1 | -10 | -8 | 31 | 1 | 13 | 1.1 | -2
O=C(NCc1cccnc1)c1ccc(S(=O)(=O)N2CCOCC2)cc1
 : 3 | 1 | -3 | -3 | 14 | -6 | 6 | 0.97 | 17
O=C(CSc1nnnn1-c1cccc(F)c1)NC1CC1
 : 10 | 0.96 | 4 | -2 | 2 | -9 | 3 | 0.9 | -9
CCOc1ccc(NC(=S)Nc2cccnc2)cc1
 : -12 | 1.2 | -16 | 13 | 8 | 4 | 8 | 1.1 | -10
CCC(=O)Nc1cccc(-n2nnnc2SCC(=O)N2CCCCC2)c1
 : 2 | 1.1 | -8 | -3 | -1 | -4 | -8 | 0.98 | -11
Cc1cc(C(=O)NNC(=S)Nc2ccccc2)nn1C
 : 13 | 2 | -95 | 7 | 2 | 5 | -2 | 0.87 | -5
c1ccc(CSc2ncnc3c2sc2nc(N4CCOCC4)c4c(c23)CCCC4)cc1
 : 7 | 0.82 | 18 | 2 | -2 | -13 | -14 | 0.93 | 0
Cc1ccc(-c2nn(-c3cccc(F)c3)cc2CNCCc2ccncc2)o1
 : 3 | 1 | -4 | -2 | -22 | 10 | 18 | 0.97 | 19
CN(Cc1ccccc1)C(=O)c1[nH]cnc1C(=O)N[C@@H](Cc1ccccc1)C(=O)OC(C)(C)C
 : -2 | 1.3 | -28 | 18 | 18 | -8 | 8 | 1 | 23
COc1cc(Br)c(C2C(C#N)=C(N)Oc3n[nH]c(-c4cccnc4)c32)cc1OC (centres undefined)
 : 9 | 0.9 | 10 | 25 | 12 | -10 | -4 | 0.91 | 1
O=C(O)CCCN1C(=O)NC2NC(=O)NC21 (centres undefined)
 : 0 | 0.94 | 6 | -1 | 3 | -14 | -9 | 1 | 3
O=C(CN(c1cccc([N+](=O)[O-])c1)S(=O)(=O)c1ccccc1)NCc1cccnc1
 : 9 | 0.87 | 13 | -14 | -11 | -4 | 16 | 0.91 | 9
Cc1ccc(S(=O)(=O)c2nc(S(C)(=O)=O)sc2N2CCN(C)CC2)cc1
 : -2 | 1 | -2 | 7 | -13 | -7 | 18 | 1 | 3
CC(C)CCNC(=O)c1ccc(C2SCC(=O)N2Cc2ccco2)cc1 (centres undefined)
 : 10 | 0.95 | 4 | 5 | 26 | -8 | 11 | 0.9 | 54*
O=C(N/N=C/c1cc(Cl)ccc1O)c1ccncc1
 : 6 | 1.6 | -61 | -23 | 1 | 2 | 12 | 0.94 | 2
O=C(Nc1cccc(C(=O)Nc2ccccc2C(=O)O)c1)c1cccc(Cl)c1
 : 12 | 0.97 | 3 | -20 | -15 | 11 | 12 | 0.88 | 14
Cc1cc(C)cc(-n2c(C)cc(C=C(C#N)C#N)c2C)c1
 : -2 | 1 | -2 | 10 | 21 | 4 | 16 | 1 | -8
Cn1c(=O)cc(OCCCC(=O)Nc2ccc3c(c2)OCCO3)c2ccccc21
 : 4 | 1 | -2 | -2 | 15 | -9 | 14 | 0.96 | -14
CC1Sc2ccc(S(=O)(=O)CCC(=O)N3CCCC3)cc2NC1=O (centres undefined)
 : 7 | 0.77 | 24 | -3 | -3 | -4 | -9 | 0.93 | 12
CC(=O)c1c(C)[nH]c(C(=O)NCc2ccc(C)cc2)c1C
 : -23 | 0.99 | 1 | -8 | 12 | 0 | 6 | 1.2 | 11
Cc1ccc(NCC(=O)N=Nc2c(O)n(C)c3ccccc23)cc1
 : 13 | 1.1 | -5 | -3 | 13 | 1 | 25 | 0.87 | 17
CC(C)c1ccc2oc(=O)cc(CN3CCCCC3)c2c1
 : 0 | 0.83 | 17 | 12 | 19 | -2 | 2 | 1 | -7
CC1=C(C(N)=O)C(c2cccs2)NC(=S)N1 (centres undefined)
 : -5 | 1 | 0 | -3 | 6 | -3 | 7 | 1.1 | -11
Cc1ccc(N(CC(=O)NCCc2ccc(F)cc2)S(=O)(=O)c2ccc(Cl)c([N+](=O)[O-])c2)c(C)c1
 : 6 | 0.9 | 10 | 20 | -36 | 3 | 25 | 0.94 | -46
CCOC(=O)C1(CC2CCCCO2)CCN(Cc2nc(C(C)C)cs2)CC1 (centres undefined)
 : -13 | 1.1 | -12 | 9 | 23 | 0 | 8 | 1.1 | 14
CC(C)(C)C(=O)CSc1ncnc2c1cnn2Cc1ccccc1
 : 6 | 0.98 | 2 | 15 | 18 | 8 | 27 | 0.94 | 8
COc1ccc(NC(=O)CSc2nnc(-c3ccccc3)n2N)cc1
 : 2 | 1.1 | -6 | 7 | 8 | -14 | 7 | 0.98 | 3

3 of the entries above in order of the NLRP3 yeast inh value, ascending:
molecule	mIAP inh	hIAP activ	hIAP block	tim10-1 inh	ATG4B inhibitor	NLRP3 yeast inh	mIAP activ
Cc1cc(C)cc(-n2c(C)cc(C=C(C#N)C#N)c2C)c1	-2	1	-2	21	4	16	1
Cc1ccc(S(=O)(=O)c2nc(S(C)(=O)=O)sc2N2CCN(C)CC2)cc1	-2	1	-2	-13	-7	18	1
CC(C)(C)C(=O)CSc1ncnc2c1cnn2Cc1ccccc1	6	0.98	2	18	8	27	0.94

Continuation:
Order of results: mIAP inh | hIAP activ | hIAP block | Apaf-1 inh | tim10-1 inh | ATG4B inhibitor | NLRP3 yeast inh | mIAP activ | TIM10 inh
O=C(COC(=O)c1ccc(Cl)nc1)NCCc1ccccc1
 : -5 | 0.97 | 3 | 1 | 5 | -5 | 15 | 1.1 | 4
COc1ccc(/C(O)=C2/C(=O)C(=O)N(CCN(C)C)C2c2ccccn2)cc1OC (centres undefined)
 : 3 | 0.95 | 5 | -5 | 4 | -3 | 18 | 0.97 | 5
Cc1ccc(NC(=O)C[n+]2cc(-c3ccccc3)n3c2CCC3)c(C)c1
 : 6 | 1.1 | -14 | -21 | -7 | -2 | 23 | 0.94 | 15
Cc1[nH]c2ccccc2c1C(O)CN1CCC2(CC1)OCCO2 (centres undefined)
 : -2 | 0.73 | 27 | -21 | -21 | -5 | 9 | 1 | -8
COc1cc(OC)c(NS(=O)(=O)c2coc(C(N)=O)c2)cc1Cl
 : 0 | 0.98 | 2 | -5 | -12 | -2 | -3 | 1 | -6
Cc1ccc(-n2c(C)cc(C(=O)COC(=O)c3c(C)noc3C)c2C)cc1
 : 2 | 0.85 | 15 | 10 | 18 | 0 | 10 | 0.98 | 15
C[C@]12c3[nH]c4ccccc4c3CCN1C(=O)C(CC(=O)NCc1cccc(C(F)(F)F)c1)C[C@@H]2C(=O)N1CCOCC1 (some centres undefined)
 : -20 | 1 | -1 | 13 | -6 | 1 | -7 | 1.2 | 7
Cc1cccc(NCC(=O)N/N=C/c2cccc(Br)c2)c1
 : 5 | 0.92 | 8 | 2 | -6 | 7 | 40 | 0.95 | 15
COc1cc(NC(=O)CN2C(=O)CN(C)C2=O)c(C)cc1[N+](=O)[O-]
 : -4 | 0.9 | 10 | -25 | 12 | -11 | 81* | 1 | 7
O=C(COC(=O)c1ccco1)NNC(=O)c1ccc(Cl)cc1
 : 12 | 0.85 | 15 | -4 | -33 | 4 | 1 | 0.88 | -1
CN(C)c1ccc(C#Cc2ccc3cc(CCO)oc(=O)c3c2)cc1
 : 0 | 0.87 | 13 | 12 | -6 | -12 | -93 | 1 | 1
CN(C)S(=O)(=O)c1cccc(C(=O)Nc2ccc3c(c2)CCC3)c1
 : -3 | 1.2 | -16 | 11 | 29 | 0 | 12 | 1 | -2
COc1cc(C(=O)OCCNC(=O)c2ccncc2)cc(OC)c1OC
 : -3 | 0.85 | 15 | 2 | 15 | 4 | 7 | 1 | 8
CCN1C(=O)CC(N2CCC(C(=O)OC)CC2)C1=O (centres undefined)
 : -5 | 1 | -5 | 10 | 0 | 0 | 5 | 1.1 | 3
CCOC(=O)c1c(C)[nH]c(C(=O)COC(=O)/C=C/c2ccc(OC(F)F)cc2)c1C
 : 1 | 0.89 | 11 | -14 | 10 | -6 | 8 | 0.99 | 4

Copied from the list.
Under TIM10 inh, O=C(Nc1cccc(C(=O)Nc2ccccc2C(=O)O)c1)c1cccc(Cl)c1 reads 14
Under Apaf-1 inh, Cc1c(C(=O)OCC(=O)c2ccc3c(c2)OCCO3)oc2ccccc12 reads 1
Under hIAP block, CN(C)S(=O)(=O)c1cccc(C(=O)Nc2ccc3c(c2)CCC3)c1 reads -16

Compounds were not picked by outcome; any-hit rate near 4.5%.
